HDAC3 inh: blocks human histone deacetylase 3; inhibition, % at 8.3 µM; O15379; hit rate 0.15% among 320,000; recombinant HDAC3, fluorogenic peptide/trypsin coupled, fluorescence; in the data active means inhibition above about 26%, passing the limit was not always enough
Target sequence (O15379 whole entry, looked up): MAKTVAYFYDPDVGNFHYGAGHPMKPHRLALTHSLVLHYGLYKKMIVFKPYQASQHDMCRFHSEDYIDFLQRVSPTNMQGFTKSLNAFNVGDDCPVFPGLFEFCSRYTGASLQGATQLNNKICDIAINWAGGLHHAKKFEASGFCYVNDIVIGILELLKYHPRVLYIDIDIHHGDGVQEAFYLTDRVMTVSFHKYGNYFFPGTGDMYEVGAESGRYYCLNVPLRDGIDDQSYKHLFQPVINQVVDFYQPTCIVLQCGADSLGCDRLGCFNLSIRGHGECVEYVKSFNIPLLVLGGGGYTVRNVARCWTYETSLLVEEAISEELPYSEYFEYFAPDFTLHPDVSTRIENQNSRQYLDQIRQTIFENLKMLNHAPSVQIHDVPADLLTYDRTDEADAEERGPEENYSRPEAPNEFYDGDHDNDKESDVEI
Starred values were filed as active, the others as inactive.

| HDAC3 inh | SMILES |
| --- | --- |
| -1 | Cc1ccc(NC(=O)c2nc[nH]c2C(=O)NCCCCCCNC(=O)c2[nH]cnc2C(=O)Nc2ccc(C)cc2)cc1 |
| 0 | C[C@@]12C(=O)N(Cc3ccco3)CC(=O)N1[C@H]1c3ccccc3OC[C@@H]1[C@@H]2c1ccccc1 |
| 0 | Cc1ccc(SCC(=O)NNC(=O)CCS(=O)(=O)c2ccccc2)cc1 |
| 8 | C[C@H](CO)N1C[C@H](C)[C@@H](CN(C)S(=O)(=O)c2ccc(F)cc2)Oc2ccc(NC(=O)Cc3cn(C)c4ccccc34)cc2C1=O |
| 12 | O=C(Nc1cc(S(=O)(=O)N2CCOCC2)ccc1N1CCCCC1)c1ccc(Cl)cc1 |
| -5 | CSc1ccc(Cl)c(C(=O)Nc2cc(S(=O)(=O)N3CCOCC3)ccc2N2CCOCC2)c1 |
| 1 | O=C(O)c1cccc(S(=O)(=O)Nc2ccc(-c3ccccc3)cc2)c1 |
| -4 | NCCCCCc1cn([C@@H](CCC(=O)O)C(=O)NCCCCCCCCCCC(=O)N2CCNCC2)nn1 |
| 5 | O=C(CSCc1ccc(F)cc1)Nc1ccc(N2CCOCC2)cc1N1CCOCC1 |
| -1 | CC(C)COc1ccc(C(=O)OCC(=O)NCc2cccs2)cc1 |
| -1 | CN(C)c1cccc(-c2csc(N3CCC(C(N)=O)CC3)n2)c1 |
| -4 | Cc1ccc(NC(=O)NC(=O)COc2ccccc2C(N)=O)c(C)c1 |
| -1 | CSc1nc(-c2ccccc2)nc(C(C)C)n1 |
| 4 | Cc1cn([C@@H](CCCCNC(=O)OC(C)(C)C)C(=O)NCCCCCCCCCCC(=O)N2CCN(C(=O)OC(C)(C)C)CC2)nn1 |
| -1 | CCOc1ccccc1NC(=O)COC(=O)c1ccc2ccccc2n1 |
| -2 | C=C1C(=O)O[C@@]23[C@H]1CC[C@@H](C)[C@@H]2CC[C@@]1(C)O[C@@H]31 |
| -4 | O=C(CSc1nc2ccccc2c(=O)n1Cc1ccc(F)cc1)NCC1CCCO1 (stereo not drawn) |
| 3 | CC(=O)Nc1ccc(S(=O)(=O)Nc2nc(C)nc3sc(C)c(C)c23)cc1 |
| 7 | O=C(NCc1ccco1)c1cccc2c1C(=O)c1ccc(N3CCC(Cc4ccccc4)CC3)cc1S2(=O)=O |
| 6 | CCC1=C2CC[C@H]3C(=O)N(c4ccccc4)C(=O)[C@H]3[C@H]2[C@@]2(C)C(=NCC(=O)OC)OC(=O)N2C1=O |
| -3 | O=C(NCc1ccc(Cl)cc1)c1ccc(S(=O)(=O)N2CCCCC2)cc1 |
| 0 | Cc1ccc(C(=O)OCC(=O)N2CCCCCC2)c(O)c1 |
| -10 | O=C(COC(=O)Cc1ccccc1F)NC(=O)NC1CCCC1 |
| -6 | O=C(CC1CC2CCC1C2)N1CCN(S(=O)(=O)c2ccccc2C(F)(F)F)CC1 (stereo not drawn) |
| 2 | CCOC(=O)c1c(C)[nH]c(C)c1C(=O)COC(=O)c1ccc(S(=O)(=O)C(F)F)cc1 |
| 0 | C[C@H](CO)N1C[C@H](C)[C@@H](CN(C)C)Oc2c(NS(=O)(=O)c3cccs3)cccc2C1=O |
| 1 | CCn1nc(C(=O)NNC(=O)C2CSC3(C)CCC(=O)N23)c2ccccc2c1=O (stereo not drawn) |
| 5 | CSc1ncccc1C(=O)Nc1cccc(S(=O)(=O)N2CCCCC2)c1 |
| 10 | CCN(C(=O)CN1C(=O)NC(c2ccccc2)(c2ccc(C)c(C)c2)C1=O)C1CCCCC1 (stereo not drawn) |
| 0 | CCCCN1C(=O)C(=O)N(CC(=O)Nc2ccc(C(N)=O)cc2)C1=O |
| -5 | C[C@]12CC[C@H](OC(=O)CCC(=O)O)CC1=CCC1C2CC[C@@]2(C)C1CC[C@@H]2N (stereo partly drawn) |
| 40* | C=CC[C@H](CC(=O)N(CCO)Cc1ccccc1)C(=O)N[C@@H](COC(=O)[C@@H](CC=C)CC(=O)OC(C)(C)C)Cc1c[nH]c2ccccc12 |
| 4 | CN(Cc1ccccc1N1CCCC1)C(=O)c1cc2ccccc2o1 |
| -6 | Cc1nc2ccc(NS(=O)(=O)c3ccccc3F)cc2s1 |
| -3 | O=C(O)CCCC(=O)OCCc1cc2ccccc2c(=O)o1 |
| 2 | O=C(CSc1cccc(C(F)(F)F)c1)Nc1nnc(C2CC2)s1 |
| 2 | O=C(CSc1nc(-c2ccc(F)cc2)cs1)NCC1CCCO1 (stereo not drawn) |
| 2 | COc1ccc(CCC(=O)Nc2ccc(OC)c(S(=O)(=O)N3CCCCC3)c2)cc1OC |
| 7 | O=C(COC(=O)c1ccc(Cl)nc1)Nc1ccc(N2CCCCC2)cc1 |
| 2 | Cc1cc(C(=O)OCC(=O)N2CCC(C)CC2)c2ccccc2n1 |
| 0 | Cc1c(N)c(=O)n(-c2ccccc2)n1C |
| 2 | CCN[C@H]1C[C@H](C)S(=O)(=O)c2sc(S(N)(=O)=O)cc21 |
| 13 | COc1ccc2cc1Oc1ccc(cc1)C[C@H]1c3c(cc(OC)c4c3Oc3c(ccc5c3[C@H](C2)N(C)CC5)O4)CCN1C |
| 5 | O=C(Nc1ccc(Cl)cc1Cl)c1ccc2c(c1)OCCO2 |
| -4 | CCN(C[C@H]1N[C@@](C)(C(=O)OC)[C@H]2C(=O)N(Cc3ccccc3)C(=O)[C@@H]12)C(=O)NC(C)C |
| 3 | COC(=O)C1CCN(C(=O)COC(=O)c2cc(S(=O)(=O)N3CCOCC3)ccc2C)CC1 |
| -3 | CCCCn1c(N)c(N(CC(C)C)C(=O)c2ccc(-c3ccc(Cl)cc3)o2)c(=O)[nH]c1=O |
| -5 | Cc1ccc2c(c1)[C@H]1[C@H](CO2)[C@H](c2ccccc2)[C@]2(C)C(=O)N(Cc3ccc(Cl)cc3)CC(=O)N12 |
| -3 | N#Cc1ccc(CN2CCN(CC(=O)Nc3ccccc3C(=O)NC3CC3)CC2)cc1 |
| -6 | CC(C)(C)OC(=O)C[C@H]1C/C=C\C[C@@H](CC(=O)N(CCO)Cc2ccccc2)C(=O)N[C@H](Cc2ccccc2)COC1=O |

Next compounds follow:
| HDAC3 inh | SMILES |
| --- | --- |
| 5 | O=C(N[C@@H]1C/C=C\C[C@@H](CC(=O)N(CCO)Cc2ccccc2)C(=O)N[C@@H](c2ccccc2)COC1=O)OCC1c2ccccc2-c2ccccc21 |
| 4 | Cc1ccc(-c2csc3ncn(CC(=O)NCC(c4ccco4)N4CCCC4)c(=O)c23)cc1 (stereo not drawn) |
| 0 | O=C(COC(=O)c1ccccc1Cl)NC1CCCCCC1 |
| 10 | CCCCN(C(=O)c1ccc2ccccc2c1)c1c(N)n(CCCC)c(=O)[nH]c1=O |
| -5 | CC(=O)c1c(C)[nH]c(C(=O)OCC(=O)c2c(N)n(CC(C)C)c(=O)n(C)c2=O)c1C |
| 0 | COc1ccc(C(=O)c2ccccc2O)c(O)c1 |
| 1 | CCOc1ccc(/C=C(\C(=O)O)c2ccc(S(=O)(=O)N3CCCCC3)s2)cc1OC |
| 17 | COc1ccc(C(=O)OCc2c(-c3ccccc3)ncc3ccccc23)cc1 |
| 2 | Clc1ccccc1Nc1nc2ccccc2o1 |
| 0 | O=C(CNC(=O)c1ccccc1F)NCc1ccccn1 |
| -2 | CC1CCc2sc(C(=O)NCC(c3ccco3)N3CCCCC3)cc2C1 (stereo not drawn) |
| 8 | CC1(C)O[C@@H]2C[C@H]3[C@@H]4CCC5=CC(=O)CC[C@]5(C)[C@@]4(F)[C@@H](O)C[C@]3(C)[C@]2(C(=O)CCl)O1 |
| -4 | COCCn1c(SCC(=O)Nc2ccc3c(c2)OCCO3)nnc1-c1ccncc1 |
| -7 | O=C(COc1ccc(Br)cc1)NCC1COc2ccccc2O1 (stereo not drawn) |
| 20 | CC1Cc2ccccc2N1C(=O)CN(C)CC(=O)Nc1ccc(OC(F)(F)F)cc1 (stereo not drawn) |
| -4 | O=C(NCC(=O)N1CCN(S(=O)(=O)c2ccc3c(c2)OCCO3)CC1)c1ccccc1F |
| -3 | COc1ccc(CCNC(=O)COC(=O)C2CC2C)cc1 (stereo not drawn) |
| -6 | Cc1cc(=O)c(C(=O)Nc2cccc(N3CCCC3=O)c2)nn1-c1ccccc1Cl |
| 2 | CC(C)(C)c1ccc(C(=O)OCC(=O)N2CCC(c3ccccc3)=N2)cc1 |
| 3 | COc1cc(/C=C/C(O)=C/C(=O)/C=C/c2ccc(O)cc2)ccc1O |
| 1 | CCCCC1(C)NC(=O)N(CC(=O)Nc2cc(S(=O)(=O)N3CCOCC3)ccc2Cl)C1=O (stereo not drawn) |
| -4 | O=C(COC(=O)Cn1cnc2ccccc21)Nc1ccc(OC(F)F)cc1 |
| -1 | CCc1ccc(OCc2nnc(-c3ccccc3Br)o2)cc1 |
| -2 | COc1ccc(OC)c(-c2nnc3n2N=C(c2ccc(OC)c(OC4CCCC4)c2)CS3)c1 |
| -2 | Cc1cccc(-c2nn(-c3ccccc3)cc2C(=O)N2CCN(C3CCS(=O)(=O)C3)CC2)c1 (stereo not drawn) |
| 3 | CCN(C(=O)CSc1nnc(C)c(=O)[nH]1)c1cccc2ccccc12 |
| 10 | O=C(N[C@@H]1C/C=C\C[C@H](CC(=O)N(CCO)Cc2ccccc2)C(=O)N[C@@H](Cc2ccccc2)COC1=O)OCC1c2ccccc2-c2ccccc21 |
| 5 | O=C(COc1cc(F)ccc1[N+](=O)[O-])N1N=C(c2cccs2)CC1c1ccco1 (stereo not drawn) |
| 4 | O=C(COC(=O)c1ccc(Br)cc1)NC(=O)NCc1ccccc1 |
| -11 | O=C(Cc1c(F)cccc1Cl)Nc1cc(S(=O)(=O)N2CCOCC2)ccc1N1CCCC1 |
| 0 | Cc1onc(-c2c(F)cccc2Cl)c1C(=O)N[C@@H]1C(=O)N2C(C(=O)O)C(C)(C)S[C@H]12 (stereo partly drawn) |
| -13 | Cc1cc(NS(=O)(=O)c2ccc(NC(=O)COc3ccc(C#N)cc3)cc2)nc(C)n1 |
| 2 | Cc1sc2nc(CSC(C)C(=O)Nc3ccccn3)[nH]c(=O)c2c1C (stereo not drawn) |
| 3 | Cc1ccc(C)c(OCCC(=O)NNC(=O)c2cc(C)oc2C)c1 |
| 6 | COc1ccc(S(=O)(=O)N2CCCCCC2)cc1NC(=O)CN(C)Cc1ccc2c(c1)OCO2 |
| -4 | COc1ccc2nc3n(c(=O)c2c1)-c1ccccc1C(=O)NC3Cc1ccccc1 (stereo not drawn) |
| 2 | Cn1c(SCc2c(F)cccc2Cl)nc2ccccc2c1=O |
| -1 | COc1ccc(S(=O)(=O)N2CCN(C(=O)CCSc3ccccc3)CC2)cc1 |
| -3 | CSCc1c(C(=O)Nc2ccccc2N2CCOCC2)oc2ccccc12 |
| -5 | Cc1[nH]c2ccccc2c1C(=O)CN1C(=O)NC2(CCCCCC2)C1=O |
| 3 | O=C(NCc1ccccc1Br)c1cccc2c1C(=O)c1ccc(-c3ccc(OC(F)(F)F)cc3)cc1S2(=O)=O |
| 0 | Cc1ccc(S(=O)(=O)NCCC(=O)N2CCC(C)CC2)cc1 |
| 5 | CN(Cc1ccccc1)C(=O)c1cccc(NC(=O)Cc2ccc([N+](=O)[O-])cc2)c1 |
| -8 | CCOc1ccc(NC(=O)CNc2cccc(S(=O)(=O)N3CCCCCC3)c2)cc1OCC |
| 12 | CC(C)n1ncc2c(C(=O)Nc3cccc(S(=O)(=O)N(C)C)c3)cc(C3CC3)nc21 |
| -3 | COc1ccc(C(=O)N2CCc3ccccc32)cc1S(=O)(=O)N1CCOCC1 |
| 2 | Cc1cccc2nc(C(=O)Nc3cc(Cl)ccc3-n3cncn3)cn12 |
| -10 | C=CC[C@@H](CC(=O)OC(C)(C)C)C(=O)OC[C@@H]1CCCN1C(=O)[C@H](CC=C)CC(=O)NCCO |
| -1 | COC(=O)[C@]1(Cc2ccccc2)N[C@H](CN(C)S(=O)(=O)c2ccc(F)cc2)[C@@H]2C(=O)N(C)C(=O)[C@@H]21 |
| 0 | C[C@H](CO)N1C[C@H](C)[C@@H](CN(C)S(=O)(=O)c2ccccc2)Oc2c(NC(=O)Nc3ccc4c(c3)OCO4)cccc2C1=O |

(listing goes on)
| HDAC3 inh | SMILES |
| --- | --- |
| 1 | CCCc1cc(=O)[nH]c(SCC(=O)N2c3ccccc3NC(=O)C2(C)C)n1 |
| 8 | CCOC(=O)c1c(C)[nH]c(C(=O)COC(=O)c2ccco2)c1C |
| -5 | CCOC(=O)c1csc(NC(=O)c2cc(-c3ccccn3)nc3ccccc23)n1 |
| 3 | COc1ccc(Cl)cc1NC(=O)CN(C)C(=O)C1COc2ccccc2O1 (stereo not drawn) |
| 8 | O=C1N[C@H](Cc2c[nH]c3ccccc23)COC(=O)[C@H](Cc2ccc(F)cc2)C/C=C\C[C@H]1CC(=O)N(CCO)Cc1ccccc1 |
| 5 | COc1ccccc1C(=O)NC(=O)CSc1ccc(C)c(C)c1 |
| 2 | O=C(/C=C/c1cccc([N+](=O)[O-])c1)OCC(=O)N1CCN(C(=O)c2ccco2)CC1 |
| -6 | CC(Sc1ncccn1)C(=O)Nc1ccc2c(c1)OCO2 (stereo not drawn) |

Screening results (PubChem)

Some of the compounds tested; rates above refer to the full screens.
